Screening results: PubChem, National Center for Advancing Translational Sciences (NCATS)
aSyn tox rescue – alpha-synuclein toxicity suppression in yeast | S. cerevisiae alpha-synuclein toxicity rescue, BacTiter-Glo growth, 24 h | 94,000 tested, 0.02% active | Potency, µM (titrated, usually from 46.1 µM), without a hit: at the highest dose growth rescue (activation), most hits filed as activators; active means well fitted activation curve with a large enough effect; further: 0% is about no effect
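Growth restoration measured by BacTiter-Glo luminescence after 24 hr at 30 deg C; alpha-synuclein yeast, raffinose-pregrown to mid-log, were added at OD600=0.02 in galactose medium onto pinned compounds.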
Starred values were filed as active, the others as inactive; [ ] = dose if it differs, or a comment. Potency means the concentration at half of the fitted maximal effect. A portion of the library, so the mix of outcomes need not match the whole.

CC1CCC2C(=O)N(c3cc(Cl)ccc3OC(=O)c3ccco3)C(=O)C2C1 (stereo not given) was read as aSyn tox rescue 9%.
Screening O=[N+]([O-])c1ccc(/C=N/NC(=S)Nc2ccccc2F)o1 returned aSyn tox rescue 13%.
Screening COc1cccc(NC(=O)Cc2nnc(SCC(=O)NC3CCCCC3)n2C)c1 returned aSyn tox rescue -7%.
`Cc1ccc(Nc2c(-c3ccc(N4CCOCC4)cc3)nc3c(C)cccn23)cc1` gave aSyn tox rescue 7%.
COc1ccc(NC(=O)COc2cccc(-n3cnnn3)c2)cc1 was read as aSyn tox rescue -2%.
Screening COC(=O)C1CCN(C(c2cc(OC)c(OC)c(OC)c2)c2sc3nc(C)nn3c2O)CC1 (stereo not given) returned aSyn tox rescue -2%.
Screening CN(C)c1ccc(/C=N/NC(=O)CCCCCNC(=O)c2ccccc2)cc1 returned aSyn tox rescue -10%.
`CCc1cccc(NC(=O)C2CCN(S(=O)(=O)c3ccc4[nH]c(=O)ccc4c3)CC2)c1` gave aSyn tox rescue -7%.
C/C(=N\Nc1ccc([N+](=O)[O-])cc1)c1cccc(N)c1 was read as aSyn tox rescue 4%.
Screening CCN(CC)CCCNC(=O)C1CCN(S(=O)(=O)CC)CC1 returned aSyn tox rescue -8%.
For O=C(NNC(=O)c1cc(-c2ccccc2)nc2ccccc12)c1csc(N2CCOCC2)n1 the results were aSyn tox rescue 9%.
COc1ccc(NC(=O)N(C)[C@H]2C[C@H]3c4[nH]c5ccc(-c6ccc(OC)cc6)cc5c4CCN3C[C@H]2[C@H](C)O)cc1 was read as aSyn tox rescue 1%.
Screening CC(C)=CCc1c(O)cc2oc3c(CC=C(C)C)c(O)c(O)c(CC=C(C)C)c3c(=O)c2c1O returned aSyn tox rescue -2%.
For CC(OC(=O)Cc1coc2cc3c(cc12)CCC3)C(=O)NC(N)=O (stereo not given) the results were aSyn tox rescue 10%.
For CN(C(=O)COC(=O)COc1ccccc1Cc1ccccc1)c1ccccc1 the results were aSyn tox rescue 8%.
For Nc1c(C(=O)O)cnn1-c1ccccc1 the results were aSyn tox rescue -1%.
CCS(=O)(=O)c1nc(S(=O)(=O)c2ccc(Cl)cc2)c(NCc2ccccc2Cl)s1 was read as aSyn tox rescue -4%.
`CCOC(=O)c1cc(NC(=O)c2ccc(F)cc2)c(=O)n2c1oc1ccc(Cl)cc12` gave aSyn tox rescue 7%.
For CNC(=S)NNC(=O)c1ccc(=O)n(Cc2cccc(C(F)(F)F)c2)c1 the results were aSyn tox rescue -17%.
CCN(CC)c1ccc(/C=N/Nc2nc(C)cc(C)n2)cc1 was read as aSyn tox rescue 8%.
`COc1ccc(S(=O)(=O)N(CC(=O)NC2CC2)Cc2ccccc2)cc1` gave aSyn tox rescue 11%.
`CCCC(=O)C1=C(O)C(C(=O)OC)C(C)(C)CC1=NCCCCCC(=O)O` (stereo not given) gave aSyn tox rescue 7%.
`CCCC(=O)NNC(=O)c1c(O)c2ccccc2[nH]c1=O` gave aSyn tox rescue 4%.
`Cc1ccccc1NC(=O)CSc1cn(CC(=O)N2CCCCCC2)c2ccccc12` gave aSyn tox rescue -4%.
For COc1ccc(CCNC(=O)CCn2c(=O)c3ccccc3n(Cc3cc(C)ccc3C)c2=O)cc1OC the results were aSyn tox rescue 2%.
For COc1ccccc1C(=O)NCCC(=O)NCc1cccs1 the results were aSyn tox rescue 6%.
Screening COc1ccc(OC)c(CNC(=O)C2CCN(S(=O)(=O)c3cn(C)cn3)CC2)c1 returned aSyn tox rescue -3%.
`COc1ccc(CC(=O)NCCc2csc(-c3cccc(C)c3)n2)cc1` gave aSyn tox rescue 15%.
`O=C(OCc1cn([C@@H]2C[C@H](c3ccc(Cl)cc3)N(C(=O)c3cccs3)C[C@H]2O)nn1)c1ccccc1` gave aSyn tox rescue 3%.
CC1CCCCC12NC(=O)N(CC(=O)N1CCN(S(=O)(=O)c3ccc(Cl)s3)CC1)C2=O (stereo not given) was read as aSyn tox rescue 0%.
Screening CN(C)c1ccc(C(=S)N2CCCCC2)cc1Br returned aSyn tox rescue -9%.
Screening O=C(OCc1ccccn1)c1ccc(COc2ccc3ccccc3c2)o1 returned aSyn tox rescue 4%.
`Cc1ccc(NC(=O)Cn2c(=O)n(Cc3ccco3)c(=O)c3oc4ccccc4c32)cc1C` gave aSyn tox rescue -3%.
Screening COc1cn(CC(=O)Nc2c(C)cc(C)cc2C)c(CN2CCCCC2)cc1=O returned aSyn tox rescue 0%.
CCOc1ccc(CNC(=O)Cn2ccc3cc(S(=O)(=O)N4CCCCCC4)ccc32)cc1 was read as aSyn tox rescue -15%.
Screening O=C(COc1cc(Cl)ccc1Cl)Nc1ccc2[nH]c(=O)[nH]c2c1 returned aSyn tox rescue -1%.
O=c1c2cc(Br)ccc2nc(-c2ccc([N+](=O)[O-])cc2)n1O was read as aSyn tox rescue 9%.
`O=C(c1ccc(Br)s1)N(Cc1cccnc1)c1nc2ccc(F)cc2s1` gave aSyn tox rescue 1%.
`O=C(COc1ccccc1Cl)Nc1nnc(S(=O)(=O)N2CCCCCC2)s1` gave aSyn tox rescue -12%.
For CSc1nc2cc(C)nn2c(-c2ccccc2)c1C#N the results were aSyn tox rescue 9%.
`Cc1cccc(C(=O)Nc2ccc3oc(-c4cccc5c(Br)cccc45)nc3c2)c1` gave aSyn tox rescue -2%.
CCOc1ccc(-c2c(C)nn3c(C)c(C(=O)Nc4ccccc4C(=O)OC)cnc23)cc1OCC was read as aSyn tox rescue 4%.
`CCc1cccc(C)c1NC(=O)Cn1nc(C)n2cccc2c1=O` gave aSyn tox rescue -5%.
Screening CCOC(=O)c1ccn(-c2nc(-c3cccc(OC)c3)cc(C(F)(F)F)n2)n1 returned aSyn tox rescue -4%.
O=C(NCCS(=O)(=O)NCc1ccc(F)cc1)c1ccc2c(c1)OCO2 was read as aSyn tox rescue -6%.
COc1ccc(NC(=O)C2CCCN(S(=O)(=O)c3ccc4[nH]c(=O)ccc4c3)C2)cc1Cl (stereo not given) was read as aSyn tox rescue 2%.
Cc1cc(C)cc(NC(=O)C2CCC(CNS(=O)(=O)c3ccc4c(c3)C(C)(C)C(=O)N4C)CC2)c1 (stereo not given) was read as aSyn tox rescue 4%.
Screening CC(=O)c1ccc(NC(=O)CSc2nc(=O)n(Cc3ccccn3)c3c2CCC3)cc1 returned aSyn tox rescue 3%.
For COC(=O)c1ccc(C(=O)OC)c(NC(=O)CSCC(=O)O)c1 the results were aSyn tox rescue -7%.
Screening COc1ccc(C2CC(=O)N(Cc3ccccc3)c3c2c(C)nn3-c2nc(C)cc(C)n2)c(OC)c1 (stereo not given) returned aSyn tox rescue -3%.
`Cc1ccc(Nc2c(-c3cccc(Cl)c3)nc3cccc(C)n23)cc1` gave aSyn tox rescue -34%[inhibitor].
Cc1cc(=O)c(C(=O)O)nn1-c1ccccc1[N+](=O)[O-] was read as aSyn tox rescue 3%.
Cc1ccc(C)c(S(=O)(=O)c2nnn3c2nc(Nc2ccc(C)c(C)c2)c2sccc23)c1 was read as aSyn tox rescue 0%.
Cc1cc(C)c(NC(=O)C(C)n2nnc3sc(-c4ccccc4)cc3c2=O)c(C)c1 (stereo not given) was read as aSyn tox rescue -9%.
Screening CC(C)NC(=O)c1ccccc1NC(=O)c1nsc2ccccc12 returned aSyn tox rescue -8%.
Screening Cc1ccc(NC(=O)CSc2nc3ccccc3n2CC(=O)N(C)C2CCCCC2)cc1C returned aSyn tox rescue 10%.
CCOC(=O)N1CCc2c(sc3c2c(=O)n(Cc2ccccc2)c(=O)n3CC(=O)Nc2ccc(C)cc2C)C1 was read as aSyn tox rescue -1%.
For CCCCc1nn2c(=O)cc(COC(=O)COc3ccc(C)cc3)nc2s1 the results were aSyn tox rescue -12%.
For O=C(O)c1c2c(nc3ccc(S(=O)(=O)N4CCC(C(=O)NCc5ccccc5)CC4)cc13)CCCC2 the results were aSyn tox rescue 6%.
Screening Cc1cccc(N2C(=O)CSC23C(=O)N(CC(=O)NCCc2ccccc2)c2ccccc23)c1 (stereo not given) returned aSyn tox rescue -2%.
Screening Cc1ccc(C(=O)c2oc3ccccc3c2NC(=O)COc2ccc(Cl)c(C)c2)cc1 returned aSyn tox rescue 10%.
COc1ccc(NCc2cccn2-c2nnc(N3CCOCC3)s2)cc1OC was read as aSyn tox rescue 5%.
Screening CCc1ccccc1-n1c(C)nc2cc(C(=O)NCCc3ccc(Cl)cc3)ccc21 returned aSyn tox rescue 10%.
CC(=O)Nc1nc(CC(C)C)cc(-c2ccccc2)c1C#N was read as aSyn tox rescue 5%.
For Cn1c(N)c(C(=O)COC(=O)CC(NC(=O)c2ccccc2Cl)c2ccccc2)c(=O)n(C)c1=O (stereo not given) the results were aSyn tox rescue -11%.
`CC(NCC(=O)Nc1ccccc1C(=O)NC1CC1)c1ccc(Cl)cc1` (stereo not given) gave aSyn tox rescue -4%.
Screening CC1(C)N=C(N)N=C(N)N1c1cc(Cl)ccc1Cl returned aSyn tox rescue -6%.
`O=C1c2ccccc2C(=O)N1C1C=CC=CC=C1` gave aSyn tox rescue -15%.
For COc1ccc(C(=O)N2CCOC2CNC(=O)C(=O)NCc2ccccn2)cc1 (stereo not given) the results were aSyn tox rescue 0%.
CC(C)Cc1nn2c(=O)cc(COC(=O)c3cccc(NC(=O)c4cccs4)c3)nc2s1 was read as aSyn tox rescue -9%.
For COc1cc2c(cc1OC)C(COc1ccccc1OC)N(C(=O)c1ccccc1OC)CC2 (stereo not given) the results were aSyn tox rescue 7%.
For Cc1[nH]c2ccc(C(=O)NCCCN3CCCCC3)cc2c1C the results were aSyn tox rescue -10%.
Screening O=C(Cc1ccc(Cl)cc1)NCC(=O)N1CCC2(CC1)NCCc1[nH]cnc12 returned aSyn tox rescue 11%.
For Cc1ccccc1NC(=O)CSc1nnc(NC(=O)C2CC2)s1 the results were aSyn tox rescue -4%.
`CCCCn1c(=O)[nH]c(=O)c2c1nc(-c1ccc(OCC)cc1)n2CC` gave aSyn tox rescue -3%.
For CCOc1ccc(S(=O)(=O)N(CC(=O)NCCc2ccc(OC)c(OC)c2)c2ccccc2)cc1 the results were aSyn tox rescue 0%.
For C/C(=N\Nc1nc(N2CCCCC2)nc(N2CCOCC2)n1)c1cccs1 the results were aSyn tox rescue -1%.
For CC(C)Cn1c(=O)c2ccccc2n2c(CCC(=O)N3CCN(c4ccccc4F)CC3)nnc12 the results were aSyn tox rescue -7%.
Screening COc1cccc(-c2nnc3sc(CN4CCCCC4)cn23)c1 returned aSyn tox rescue -3%.
For CC(C)(C)c1ccc(C(CC(=O)O)NC(=O)CSc2ccccc2)cc1 (stereo not given) the results were aSyn tox rescue 8%.
`CCN(CC(=O)NCc1cccs1)C(=O)c1ccc(NS(=O)(=O)c2cccc([N+](=O)[O-])c2)cc1` gave aSyn tox rescue 2%.
Cc1nn(-c2ccccc2)c(OC(=O)c2ccc(Br)cc2)c1S(=O)(=O)c1ccccc1 was read as aSyn tox rescue -15%.
Cc1oc2ncnc(N3CCCCC3)c2c1C(=O)NCC1CCN(Cc2ccccc2F)CC1 was read as aSyn tox rescue 3%.
CCOC(=O)c1nn(-c2ccc(F)cc2)c(=O)cc1OCC(=O)Nc1ccc(OCC)cc1 was read as aSyn tox rescue -41%[inhibitor].
CCN(CC(=O)Nc1c(F)cccc1F)C(=O)/C=C/c1ccc(S(=O)(=O)N2CCCCCC2)cc1 was read as aSyn tox rescue -3%.
Screening CCOc1ccccc1NC(=O)Cn1c(=O)n(-c2cccc(C)c2)c(=O)c2c1c1cc(OC)ccc1n2C returned aSyn tox rescue 1%.
Screening COc1ccc(-n2cnnc2SCC(=O)Nc2ccc(C(N)=O)cc2)cc1 returned aSyn tox rescue 0%.
`COc1ccc(NS(=O)(=O)c2cccc(C(=O)N(C)Cc3cccs3)c2)cc1` gave aSyn tox rescue 5%.
For CC(C)OCCCNC(=O)Cn1c(-c2cccs2)cc2cc(F)ccc21 the results were aSyn tox rescue 0%.
Screening Cc1ccc(S(=O)(=O)N2C[C@@H](C)[C@]3(C2)[C@H](O)[C@H](OC(=O)Nc2cccs2)C[C@H]2C(=O)N(c4ccccc4)C(=O)[C@H]23)cc1 returned aSyn tox rescue 6%.
For Cc1ccc(/C=N\NC(=O)c2cc([N+](=O)[O-])cc([N+](=O)[O-])c2)o1 the results were aSyn tox rescue -1%.
